Source: PubChem (several laboratories)
Keap1 Nrf2 FP = Keap1-Nrf2 protein-protein interaction inhibitors, primary screen, biochemical, fluorescence polarization, single point; inhibition, % at 9.4 µM; Keap1 Kelch-Nrf2 peptide fluorescence polarization, 1536-well; 0.15% of 340,000 active; AID 504523, 2011; in the data active = inhibition above about 12%;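 note: human Keap1 Kelch domain with fluorescein labeled Nrf2 9mer peptide probe; 0% = neutral control wells and 100% = peptide positive control; higher means more block of Keap1 binding to Nrf2 peptide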
Target sequence (Q14145 whole entry, looked up, the tested form may be a part): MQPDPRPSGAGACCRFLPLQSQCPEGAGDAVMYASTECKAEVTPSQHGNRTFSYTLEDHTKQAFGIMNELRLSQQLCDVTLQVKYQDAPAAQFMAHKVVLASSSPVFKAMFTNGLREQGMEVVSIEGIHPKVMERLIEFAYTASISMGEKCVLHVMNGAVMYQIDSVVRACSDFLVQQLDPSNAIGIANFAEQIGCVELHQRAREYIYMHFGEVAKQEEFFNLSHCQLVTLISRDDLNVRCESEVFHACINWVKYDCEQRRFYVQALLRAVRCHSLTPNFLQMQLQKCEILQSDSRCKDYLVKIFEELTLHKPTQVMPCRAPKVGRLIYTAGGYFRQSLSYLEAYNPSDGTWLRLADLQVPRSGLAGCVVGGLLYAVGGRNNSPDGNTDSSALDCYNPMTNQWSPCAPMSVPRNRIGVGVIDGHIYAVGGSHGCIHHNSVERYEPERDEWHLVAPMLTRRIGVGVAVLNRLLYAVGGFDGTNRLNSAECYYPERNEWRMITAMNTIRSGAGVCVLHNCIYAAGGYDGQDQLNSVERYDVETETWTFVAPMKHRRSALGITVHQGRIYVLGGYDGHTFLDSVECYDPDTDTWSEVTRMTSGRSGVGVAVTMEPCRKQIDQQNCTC
Arr AP2 block = inhibitors of beta-arrestin/AP2 binding, primary screen, biochemical, GPCR trafficking, flow cytometry | beta-arrestin 1 C-terminal peptide binding to AP2 beta2-adaptin appendage (human) | FITC-arrestin peptide / GST-AP2 beads; AP2 beta2 appendage carries R879A mutation | inhibition, % at 10 µM | 0.31% of 340,000 active | AID 504490, 2011;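 active = inhibition above a set limit, near 3 SD of compounds lacking own fluorescence, cut at about 54% in these data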;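 note: plate controls were DMSO wells for no effect and 5 µM unlabelled arrestin peptide for full effect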
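Test system: GST-tagged AP2 beta2-adaptin appendage (R879A) on 4 µm glutathione beads; also added: fluorescein-tagged arrestin peptide at 50 nM final; timing: 12 min plus 1 h, RT; signal: flow cytometry, FL1 (488/535 nm); read-out: percent drop in bead-associated FITC signal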
OPRM1-OPRD1 inv = inverse agonists of MOR-DOR heterodimerization, primary screen, cell-based, luminescence; Mu-type opioid receptor (Homo sapiens) + Delta-type opioid receptor (Homo sapiens), …; cell-based MOR-DOR heterodimer luminescence, inverse agonism; inhibition, % at 9.3 µM; 0.21% of 340,000 active; AID 504357, 2011; in the data active = inhibition above about 22%, passing the limit was not always enough;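 note: 0% = cells with DMSO and 100% = wells without cells with DMSO; values of inactives mirror those of a sister screen read the other way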
C-LANA FP = inhibitors of KSHV C-LANA binding to DNA, primary screen, biochemical, fluorescence polarization, FAM-LBS DNA, MBP-C-LANA, single point | inhibition, % at 9 µM | 0.078% of 340,000 active | Kaposi's sarcoma herpesvirus LANA C-terminal domain (residues 932-1162) DNA binding;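 active = highest replicate inhibition at or above 60% at 9 µM, even if other replicates fall short; inactive = all replicates below 60% inhibition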;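 note: 0% = neutral control wells and 100% = 4 µM acridine orange control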
DSG3 Ab inh = inhibitors of pemphigus antibody binding to DSG3, primary screen, biochemical, bead-based, flow cytometry, scFv-GFP. binding (percent of control), % at 10 µM. AID 588358, 2011. DSG3-coupled beads, scFv-anti-DSG3-GFP binding; stronger effect = lower value. 0.48% of 310,000 active;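 active = binding more than 3 SD below its plate's average and above zero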;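 note: hits lower antibody fragment binding to DSG3; some compounds called inactive have numbers as strong as hits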
MOR-DOR ag = agonists of OPRM1-OPRD1 heterodimerization, primary screen, cell-based, luminescence; activation, % at 9.3 µM; cells; 0.3% of 340,000 active; Mu-type opioid receptor (Homo sapiens) + Delta-type opioid receptor (Homo sapiens), …; in the data active = activation above about 18%;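 note: 0% = vehicle-treated cells and 100% = reference agonist; values of inactives mirror those of a sister screen read the other way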
V-ATPase pH = regulators of yeast V-ATPase proton pumping, primary screen, pHLuorin cytosolic pH fluorescence; S. cerevisiae; response, % at 10 µM; 0.37% of 350,000 active; AID 504577, 2011; in the data active = response mostly above about 7.3%, no sharp cut-off; inactive = mostly below about 5.4%; note: actives read high; inactives centre near 0; some compounds called inactive have numbers as strong as hits; reference of the scale not given here
RTF Ca sens inh = cardiac RTF calcium sensitivity inhibitors, primary screen, biochemical, IANBD-TnC fluorescence, EC70 calcium. Troponin I, cardiac muscle (Homo sapiens) + Troponin T, cardiac muscle (Homo sapiens) + …. 0.12% of 340,000 active. IANBD-labeled cardiac RTF, Ca2+ fluorescence. inhibition, % at 7.15 µM;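 active = inhibition above the mean inhibition of all tested compounds plus 3 SD, cut at about 17% in these data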;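 note: assay run at fixed EC70 calcium of 1.6 mM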
Wnt bcat act = Wnt/beta-catenin pathway activators, primary screen, cell-based, plate reader, single point; Wnt/beta-catenin reporter cell assay, activator; 1.2% of 300,000 active; activation, % at 9.35 µM; AID 743398, 2014; in the data active = activation above about 30%, passing the limit was not always enough;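 note: 0% = neutral control wells and 100% = positive control wells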
cardiac RTF act = cardiac RTF calcium sensitivity activators, primary screen, biochemical, IANBD-TnC fluorescence, EC20 calcium. AID 493008, 2010. Troponin I, cardiac muscle (Homo sapiens) + Troponin T, cardiac muscle (Homo sapiens) + …. activation, % at 7.2 µM. IANBD-labeled TnC RTF fluorescence at EC20 calcium; 0% EC20 calcium, 100% full calcium. 0.24% of 340,000 active;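 active = activation above the mean over all tested compounds plus 3 SD, cut at about 30% in these data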;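 note: rise in fluorescence read as greater calcium sensitivity of cardiac thin filaments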
An asterisk follows results filed as active; . = not tested or not shown.

SMILES | Keap1 Nrf2 FP | Arr AP2 block | OPRM1-OPRD1 inv | C-LANA FP | DSG3 Ab inh | MOR-DOR ag | V-ATPase pH | RTF Ca sens inh | Wnt bcat act | cardiac RTF act
O=C(O)CCn1cc(/C=C/C(=O)c2ccc(Cl)cc2)c(-c2ccc(Br)cc2)n1 | -5 | -6 | 8 | -0.7 | 90 | -1.3 | 1 | -6 | -1 | 2
O=C(c1ccc(CNS(=O)(=O)c2ccccc2)cc1)N1CCN(c2ccccn2)CC1 | -1 | 1 | 1 | -0.3 | 98 | -0.1 | -1 | 0 | . | 8
Cc1ccc(NC(=O)CNc2ccccc2N2CCCC2=O)cc1S(=O)(=O)N1CCCCC1 | 1 | -15 | 14 | 1.2 | 95 | -3.5 | -2 | -6 | -1 | 0
Cn1nc(C(F)(F)F)c(-c2cccc(C(F)(F)F)c2)c1NC(=O)Nc1ccc(F)cc1 | . | 7 | . | . | 108 | . | 2 | . | 1 | .
COc1cccc2c(=O)c(C(=O)NCCc3ccccc3)c[nH]c12 | 1 | 14 | 5 | -1.0 | 127 | -1.0 | 1 | -1 | 12 | 1
O=C(COc1ccc2ccccc2c1)NCCc1ccc2c(c1)OCCO2 | -1 | -2 | 12 | 0.0 | 105 | -2.0 | -4 | 6 | -2 | -4
Cc1ccc(OC/C(=N\O)C(C)(C)C)c([N+](=O)[O-])c1 | 2 | -3 | 0 | 0.5 | 106 | 0.0 | 1 | 3 | 5 | -5
COc1ccc(C(=S)N2CCOCC2)cc1OC(=O)c1ccc([N+](=O)[O-])cc1 | -3 | -11 | -26 | -0.9 | . | 3.5 | 5 | -7 | 3 | 4
Cc1ccccc1OCCN(C#N)c1nc(N(C)C)nc(N(C)C)n1 | -1 | 13 | -23 | 1.6 | 114 | 4.8 | -1 | -10 | -2 | 6
O=C(Nc1ccc2c(c1)OCO2)C1CC1 | 1 | 3 | -1 | 0.6 | 99 | 0.2 | -3 | -7 | 12 | 9
CC1CCCC(NC(=O)COC(=O)COc2cccc(F)c2)C1C (centres undefined) | 1 | 6 | 16 | -0.1 | 92 | -3.1 | 0 | -3 | -1 | -8
COc1ccc(C(=O)NNC(=O)C(=O)Nc2ccc(C)c(Cl)c2)cc1 | -2 | 13 | 7 | -0.1 | 91 | -1.5 | 3 | -10 | 1 | 2
COc1ccc(NC2CCCN(C(=O)c3ccc4[nH]c(C)c(C)c4c3)C2)cc1 (centres undefined) | 1 | 19 | 11 | -1.3 | . | -2.1 | -2 | -6 | -3 | -6
Cc1[nH]c2ccc(Br)cc2c(=S)c1C/C=C/Cl | -3 | 1 | 12 | -0.5 | 89 | -2.3 | 5 | -9 | -5 | -1
COc1cccc(-c2nc(CS(=O)(=O)CC(=O)NC3CC3)c(C)o2)c1 | 0 | 9 | 19 | -0.6 | 94 | -3.8 | -4 | -5 | 0 | 4
CCc1nccn1S(=O)(=O)c1cc(C)c(OC)cc1C | -2 | 17 | 15 | -0.1 | 98 | -2.9 | 1 | -1 | . | -1
C/C(=N\NC(=O)c1c(Cl)c(C)nn1C)c1ccc(NC(=O)c2ccncc2)cc1 | 0 | 14 | 9 | 1.7 | 101 | -1.5 | -2 | -4 | -3 | 1
O=C(c1ccncc1)N1CCN(c2ccc(F)cc2)CC1 | -3 | -7 | 4 | 0.3 | 113 | -0.7 | 0 | -18 | . | 4
CCOc1ccc(NC(=O)NC(C)CC)cc1 (centres undefined) | -6 | 2 | 14 | -0.7 | 100 | -2.9 | 0 | -9 | 19 | 8
Cc1ccc(NS(=O)(=O)c2ccc(C(=O)N3CCCCCCC3)cc2)cc1 | 0 | 16 | 3 | -0.9 | 109 | -0.5 | 0 | 2 | -1 | -7
CN(C)S(=O)(=O)N1CCC(Oc2cccc(C(=O)N3CCCCCC3)c2)CC1 | -1 | -3 | 15 | -1.1 | 103 | -2.8 | 5 | 6 | -3 | -2
Clc1ccc(SCCOCCN2CCc3ccccc3C2)cc1 | -6 | -26 | -53 | 0.1 | 120 | 9.3 | -1 | -10 | . | 12
COCCN(CC(=O)Nc1cc(Cl)ccc1-n1cncn1)Cc1nc2ccccc2c(=O)[nH]1 | -7 | 0 | 0 | -0.4 | . | -0.1 | -5 | -9 | -3 | 8
CCOc1ccc(NC(=O)CCN2C(=O)c3cccc([N+](=O)[O-])c3C2=O)cc1 | -6 | 1 | -5 | -1.1 | 116 | 1.0 | 0 | -12 | 0 | 12
CCC(Sc1nc2c(cnn2-c2ccccc2)c(=O)[nH]1)C(=O)OC (centres undefined) | 0 | 6 | 4 | 1.7 | 111 | -0.7 | -2 | -2 | 3 | 2
CCCN1Cc2cccc(C(=O)Nc3cc(OC)cc(OC)c3)c2C1=O | 1 | 4 | 4 | -0.8 | 93 | -0.7 | -2 | 2 | -4 | -1
COc1cccc(CNc2nc3nc(C)c(Cl)c(C)n3n2)c1 | -3 | 1 | 15 | 1.1 | 96 | -2.9 | -1 | -12 | . | 4
O=C1Nc2cc(C(F)(F)F)ccc2N2CCCCC12 (centres undefined) | -2 | 1 | 0 | 1.4 | 101 | 0.1 | -2 | -17 | -1 | -6
O=C(CN1c2ccccc2S(=O)(=O)c2ccccc21)NCc1ccccc1 | 3 | 64* | 16 | 0.1 | . | -3.0 | -2 | -2 | 0 | -6
O=C(NCCO)c1ccc(Cl)c(Cl)c1 | -8 | -4 | -9 | 0.8 | 107 | 1.4 | 2 | 3 | -1 | 5
CCOC(=O)C1=CN(Cc2ccc(OC)cc2)C=C(C(=O)OCC)C1c1cccs1 | -2 | 15 | -2 | -0.9 | 98 | 0.3 | 0 | -1 | -3 | -2
O=C(O)c1ccc(Oc2nc3ccccc3s2)cc1 | 3 | -6 | 14 | 2.3 | 102 | -3.2 | 1 | -1 | 26 | -7
O=C(CN1C(=O)COc2ccc(S(=O)(=O)N3CCCC3)cc21)Nc1cccc(F)c1 | 1 | -14 | 4 | 0.6 | 99 | -0.9 | 0 | -5 | 0 | -3
COc1ccc(S(=O)(=O)N2CCCC2CNC(=O)C(=O)NCc2ccc3c(c2)OCO3)cc1 (centres undefined) | -1 | -20 | 3 | -0.6 | 99 | -0.5 | -5 | -13 | 0 | -1
Oc1c(Cl)cc(Cl)c2c1NCCC2 | -3 | 28 | -43 | 1.2 | 101 | 7.2 | -66 | 12 | 1 | 6
COc1ccc(OC)c(NC(=O)CSc2nnc(C3CCCCC3)n2-c2ccccc2)c1 | 0 | 22 | 18 | 0.0 | . | -3.0 | -5 | 3 | 57* | -6
Cc1nn(Cc2ccccc2)c(Cl)c1/C=C/C(=O)OC(C(=O)NC(N)=O)C(C)C (centres undefined) | 1 | 36 | -2 | 0.4 | 101 | 0.3 | -3 | 4 | 0 | 4
NS(=O)(=O)c1ccc(-n2nncc2C23CC4CC(CC(C4)C2)C3)cc1 | -4 | 7 | 6 | 0.7 | 100 | -1.0 | -2 | -3 | . | 5
CCCCNC(=S)NCCN1CCCCC1 | -3 | 1 | 0 | 6.8 | 99 | 0.1 | -1 | 3 | 2 | 1
Cc1c([N+](=O)[O-])cnc(Sc2ccccc2)c1[N+](=O)[O-] | -7 | -5 | -47 | -2.4 | 110 | 9.2 | -1 | 3 | 0 | -2
COCCCNC(=O)CCC(=O)NNc1nc2ccccc2c2nc(-c3ccccc3)nn12 | -6 | -2 | 9 | 0.3 | 96 | -1.7 | 6 | -8 | -1 | 5
CCCCOc1ccccc1/C=N/NC(=O)CC#N | -1 | -4 | 1 | 1.6 | 102 | -0.3 | 0 | -10 | -1 | -1
O=C(CCCN1C(=O)/C(=C\c2cccs2)SC1=S)NNC(=O)c1cccnc1 | -1 | 1 | 10 | 3.4 | 74 | -1.9 | 1 | -2 | -1 | 6
CC(C)(CNS(=O)(=O)c1ccc2ccccc2c1)N1CCOCC1 | -5 | -5 | 3 | -1.3 | . | -0.8 | -2 | -6 | 0 | 2
COc1ccc(OC)c(NC(=O)c2cccc(Cn3cc(Br)c([N+](=O)[O-])n3)c2)c1 | 4 | 35 | 16 | -0.6 | 98 | -3.5 | -1 | 5 | . | 5
COc1ccccc1C=NN=C(N)C(N)=NN=Cc1ccccc1OC | -5 | -7 | -4 | -1.0 | 114 | 0.7 | -1 | -4 | 9 | 3
N=C(N)Sc1nc(N2CCCCC2)nc(N2CCCCC2)n1 | 8 | -5 | 0 | -0.7 | 99 | -0.1 | -1 | -10 | -1 | 0
COc1cccc(-n2c(CNC(=O)OC(C)(C)C)n[nH]c2=S)c1 | -4 | 23 | 18 | -0.5 | 98 | -3.2 | -7 | -8 | 18 | -4
O=C(Nc1ccc2c(c1)OCCO2)C1CC(c2ccc(F)cc2)=NO1 (centres undefined) | 0 | -18 | 16 | -0.3 | 92 | -2.8 | -3 | -3 | 1 | 10
CCOC(=O)Cn1c(C)[n+](CC(=O)c2ccccc2)c2ccccc21 | 3 | -4 | 4 | -0.4 | . | -0.8 | -3 | -1 | 29 | -1
O=C(c1c(Cl)cccc1Cl)N1CCCCCC1 | 2 | 0 | 12 | 2.6 | 97 | -2.9 | 0 | -9 | -2 | 7
CC(=O)Nc1sc2c(c1C(c1ccccn1)N1CCN(C)CC1)CCCC2 (centres undefined) | 2 | -4 | 18 | -0.2 | 97 | -3.4 | -3 | 2 | -1 | 3
CCC/C(O)=N\S(=O)(=O)c1ccc(N=NN(C)C)cc1 | -3 | 8 | -9 | -0.1 | 93 | 1.7 | -2 | -12 | . | 0
CCC(NC(=O)c1ccncc1)c1ccccc1 (centres undefined) | 0 | -8 | 14 | -1.6 | 107 | -2.8 | -1 | -10 | 1 | 3
Cc1ccc(C)c(NC(=S)N(CCc2ccncc2)C(C)C)c1 | -2 | 0 | 11 | 1.0 | 100 | -2.1 | -4 | -2 | 3 | 2
CC(C)Oc1ccc(C(=O)NCC(=O)N2CCN(S(=O)(=O)/C=C/c3ccccc3)CC2)cc1 | -3 | 18 | 15 | 0.6 | 108 | -3.8 | 2 | -1 | -4 | -3
